PME-1 inh – blocks human protein phosphatase methylesterase 1; recombinant PME-1, FP-Rh probe fluorescence polarization; AID 2130; inhibition, % at 5.9 µM; 320,000 tested, 0.53% active;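 active = inhibition above the campaign mean of all compounds plus 3 SD, cut at about 26% in these data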;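 note: competitive labeling of PME-1 active site by serine hydrolase directed probe; 0% = PME-1 with DMSO and 100% = wells lacking PME-1 enzyme; inhibitors block probe labeling so polarization falls and inhibition rises; many of its hits are not listed in these tables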
MCL1 BIM primary – inhibitors of human MCL1 binding to BIM-BH3 peptide; 320,000 tested, 0.68% active; inhibition, % at 10.9 µM; Q07820; GST-MCL1 / FITC-Bim-BH3 fluorescence polarization;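 active = inhibition above the mean inhibition of all tested compounds plus 3 SD, set per campaign, cut at about 40% in these data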;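 note: 0% = DMSO wells and 100% = unlabeled Bim-BH3 peptide control; higher means more loss of mP so more displacement of Bim peptide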
Target sequence (Q07820 whole entry, looked up): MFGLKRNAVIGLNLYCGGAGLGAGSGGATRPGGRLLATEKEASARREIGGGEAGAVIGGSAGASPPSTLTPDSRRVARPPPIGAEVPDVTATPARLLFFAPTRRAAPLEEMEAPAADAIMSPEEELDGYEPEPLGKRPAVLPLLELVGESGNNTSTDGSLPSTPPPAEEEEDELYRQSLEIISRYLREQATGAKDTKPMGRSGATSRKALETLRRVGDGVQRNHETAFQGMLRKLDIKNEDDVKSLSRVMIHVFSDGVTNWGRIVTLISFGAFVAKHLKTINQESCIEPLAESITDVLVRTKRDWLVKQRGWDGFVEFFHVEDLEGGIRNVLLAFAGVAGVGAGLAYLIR
Fam108B inh – blocks mouse Fam108B hydrolase in RBBP9 counter-screen; recombinant Fam108B, FP-Rh probe fluorescence polarization; inhibition, % at 9.51 µM; 300,000 tested, 0.33% active; AID 1947;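 active = inhibition above the screen mean inhibition plus 3 SD, computed separately per campaign, cut at about 18% in these data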;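 note: inhibitors lower polarization as less probe binds the enzyme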
TPT1 inhibitor – inhibitors of Candida albicans tRNA 2'-phosphotransferase TPT1 | recombinant caTPT1, FP RNA substrate dephosphorylation | inhibition, % at 5 µM | 300,000 tested, 0.81% active | AID 1962;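 active = inhibition above the mean of all tested compounds plus 3 SD, set per screening campaign, cut at about 24% in these data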;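 note: plate controls were DMSO alone for no effect and ferristatin control at 100 nM for full effect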
GSTO1 inh – counter-screen for RBBP9 inhibitors: inhibitors of human GSTO1; recombinant GSTO1, activity-based probe fluorescence polarization; AID 1974; inhibition, % at 5.96 µM; 300,000 tested, 1.1% active; P78417;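 active = inhibition above the campaign mean inhibition plus 3 SD, cut at about 35% in these data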;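 note: 0% = GSTO1-1 with DMSO and 100% = wells lacking GSTO1-1 enzyme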
Target sequence (P78417 whole entry, looked up): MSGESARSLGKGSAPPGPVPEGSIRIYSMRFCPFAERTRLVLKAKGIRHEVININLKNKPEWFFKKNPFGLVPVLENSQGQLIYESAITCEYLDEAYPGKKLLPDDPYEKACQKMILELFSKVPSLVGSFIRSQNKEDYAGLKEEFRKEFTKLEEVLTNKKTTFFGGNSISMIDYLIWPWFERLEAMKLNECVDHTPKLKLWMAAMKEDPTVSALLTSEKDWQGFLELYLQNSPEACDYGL
Bcl-xL primary – blocks human Bcl-xL binding to Bim BH3 peptide; Q07817; GST-Bcl-xL / FITC-Bim BH3 peptide fluorescence polarization; inhibition, % at 10.9 µM; 320,000 tested, 0.7% active; AID 2129;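 active = inhibition above the mean of all tested compounds plus 3 SD, cutoff set per campaign, cut at about 30% in these data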;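 note: 0% = DMSO wells and 100% = unlabeled Bim-BH3 peptide competitor; inhibitors lower millipolarization by displacing the labeled peptide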
Target sequence (Q07817 whole entry, looked up): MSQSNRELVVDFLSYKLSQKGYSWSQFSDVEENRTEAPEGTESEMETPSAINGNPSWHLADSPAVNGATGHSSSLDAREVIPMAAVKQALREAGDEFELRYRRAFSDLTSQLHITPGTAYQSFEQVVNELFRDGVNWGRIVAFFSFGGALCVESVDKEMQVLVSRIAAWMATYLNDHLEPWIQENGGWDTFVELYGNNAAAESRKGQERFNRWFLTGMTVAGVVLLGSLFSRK
GLD-1 RNA inh – GLD-1-TGE RNA interaction inhibition (C. elegans); Q17339; purified GLD-1 + fluorescein TGE RNA, fluorescence polarization; inhibition, % at 5.96 µM; 320,000 tested, 0.44% active; AID 2280;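 active = percent inhibition above a per-plate cutoff, the plate mean of test compounds plus 3 SD, cut at about 30% in these data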;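 note: 0% = DMSO wells with GLD-1 and probe and 100% = wells lacking GLD-1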
MEX-5 binding – C. elegans MEX-5 TCR-2 RNA binding activity. 300,000 tested, 0.38% active. Q9XUB2. AID 1832. activity score (negative = inhibition of binding), % at 10 µM. MEX-5/FITC-TCR2 RNA binding, fluorescence polarization; hits give low values;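 active = inhibition past about -25% in most replicates, and total fluorescence under double the plate's negative control median, limit read from the data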;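 note: 0% = DMSO and -100% = 5 µM competing unlabeled TCR2 RNA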
PAD4 inh – inhibitors of human PAD4 | Q9UM07 | recombinant PAD4, RCA probe fluorescence polarization | inhibition, % at 6.36 µM | 330,000 tested, 0.41% active | AID 485272;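 active = percent inhibition above a cutoff equal to the mean of all tested compounds plus 3 SD, cut at about 15% in these data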;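 note: 0% = PAD4 with RCA probe and DMSO and 100% = probe without PAD4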
Starred values were filed as active, the others as inactive; . = not tested or not shown; & = joins results of further samples. These rows are one share of the data; rates above refer to the full screens.

Structure	PME-1 inh	MEX-5 binding	PAD4 inh	TPT1 inhibitor	Bcl-xL primary	GSTO1 inh	Fam108B inh	MCL1 BIM primary	GLD-1 RNA inh
CC(Oc1ccc(C(C)(C)C)cc1)c1ccnc2nc(/N=C/N(C)C)nn12 (stereo not drawn)	0	-2.6	2	0	6	1	3	2	6
CN(C)CCNC(=O)Cn1ccc2cc(S(=O)(=O)N3CCCCC3)ccc21	-3	-0.7	-1	2	-1	5	3	-2	-3
Cc1c(NC(=O)Oc2ccccc2)sc(=S)n1C	-10	-6.8	0	-2	2	2	3	10	-3
CC(C)C(c1nnnn1Cc1ccco1)N1CCC(C(N)=O)CC1 (stereo not drawn)	-7	-0.1	-7	-2	9	-1	-3	6	-4
COc1ccc(-c2csc(N(CCc3ccc(OC)c(OC)c3)C(=O)COc3ccccc3)n2)cc1	-4	-0.2	1	0	2	-6	-4	10	4
OCCC1CN(Cc2cccn2-c2cccnc2)CCN1Cc1ccc(F)cc1 (stereo not drawn)	-5	0.4	-1	0	8	-4	-2	13	5
CN(C)CCCC1(O)c2ccccc2CCc2ccccc21	-4	-0.3	-5	-1	6	3	0	4	-4
O=C(NC1CCCC1)C(c1ccccn1)N(C(=O)c1csnn1)c1ccccc1Cl (stereo not drawn)	3	0.4	-3	-1	7	1	4	10	-3
C=CCNc1nc2c(c(=O)n(C)c(=O)n2C)n1CC(=C)C	0	0.1	-1	-2	6	-1	-2	2	4
CN(C)c1ccc(C(CNC(=O)c2ccc(C#N)cc2)c2c[nH]c3ccccc23)cc1 (stereo not drawn)	9	1.2	0	1	1	-2	12	-3	3
CC(=O)N(C1=C(N)C(=O)c2ccccc2C1=O)C(C)C	-2	0.1	-13	1	6	28	-1	9	2
CC(Oc1ccc(F)cc1)C(=O)NN (stereo not drawn)	-1	0.3	-3	-3	7	2	5	6	-4
O=C(NCC1CC1)c1onc(CSc2ccccc2)c1C(=O)NCC1CC1	-4	0.6	1	-3	5	4	0	4	12
Cc1cc(NS(=O)(=O)c2ccc(NC(=O)C3CCCCC3)cc2)no1	-3	0.9	-2	-1	3	4	1	0	10
Cc1nn(CCCC(=O)NCc2ccccc2)c(=O)c2nccn12	-6	2.3	-2	0	4	-5	-3	12	7
O=C1CN(C(=O)COc2ccccc2F)c2ccccc2N1	-6	-2.1	2	-4	-1	8	4	-19	1
O=C(CN1CCCC1)N/N=C/c1ccc(-c2cccc(Cl)c2)o1	-1	-2.6	1	0	4	-2	4	4	5
Cn1cnc([N+](=O)[O-])c1Nc1ccc(O)cc1	2	-1.7	-2	-4	14	18	2	6	7
CSCCC(NS(=O)(=O)c1ccc(Cl)cc1)C(=O)OCC(=O)N(C(C)C)C(C)C (stereo not drawn)	1	0.4	-4	-4	4	-11	-2	3	9
COc1ccc(S(=O)(=O)Nc2ccccc2C(=O)NC2CC2)cc1NC(C)=O	-11	.	-2	.	2	.	.	1	1
C=CCn1cc(C(=O)OCC)c(=O)c2ccc(F)cc21	0	2.1	1	-1	0	8	-1	-4	0
c1ccc(-c2ccc(-c3nc(-c4ccncc4)no3)cc2)cc1	-1	-3.8	-4	9	1	9	-1	3	-2
CC(=O)NC(c1ccccc1)c1c(O)ccc2ccccc12 (stereo not drawn)	1	-0.9	2	-2	2	1	-1	-2	6
CC1CCN(C(=O)C2CCN(S(=O)(=O)c3cccnc3)CC2)CC1	-3	1.6	-5	3	-4	1	-3	-4	12

Ordered by value in PAD4 inh (rising): some entries from above
| Structure | PME-1 inh | MEX-5 binding | PAD4 inh | TPT1 inhibitor | Bcl-xL primary | MCL1 BIM primary | GLD-1 RNA inh |
| --- | --- | --- | --- | --- | --- | --- | --- |
| CC1CCN(C(=O)C2CCN(S(=O)(=O)c3cccnc3)CC2)CC1 | -3 | 1.6 | -5 | 3 | -4 | -4 | 12 |
| Cc1cc(NS(=O)(=O)c2ccc(NC(=O)C3CCCCC3)cc2)no1 | -3 | 0.9 | -2 | -1 | 3 | 0 | 10 |
| O=C1CN(C(=O)COc2ccccc2F)c2ccccc2N1 | -6 | -2.1 | 2 | -4 | -1 | -19 | 1 |

The list continues:
Structure	PME-1 inh	MEX-5 binding	PAD4 inh	TPT1 inhibitor	Bcl-xL primary	GSTO1 inh	Fam108B inh	MCL1 BIM primary	GLD-1 RNA inh
Cc1cccnc1Nc1nc(-c2ccc(O)c(O)c2)cs1	36*	-0.2	-2	2	21	-3	-5	27	2
CC(=O)Nc1ccc(OS(=O)(=O)c2ccc(Cl)cc2)cc1	-7	-1.7	2	0	3	5	0	7	7
COc1ccc2c(c1)C=C(C(=O)OCc1cccnc1)CO2	-2	0.7	1	-5	3	1	3	4	-8
CS(=O)(=O)Nc1ccc(C(=O)Nc2ccc3c(c2)OCCO3)cc1	-6	.	-14	3	0	5	1	1	2
C=CCn1c2ccccc2c2nnc(SCC(=O)O)nc21	4	-1.9	-2	-3	8	-3	6	1	0
CN(C)CC(C)(C)CN=Cc1c(O)[nH]c2ccccc12	-1	1.7	2	-4	2	5	-4	0	6
COC(=O)c1nnn(CC(=O)NC(=O)Nc2cccc(Cl)c2C)c1C(=O)OC	-3	0.2	0	-1	2	1	0	3	9
O=C(CSCc1cccs1)N1CCCC1	5	1.5	2	-5	3	2	3	3	-2
CC(=O)c1cnc2c(-c3ccc(Cl)cc3)c(C)nn2c1C	-1	-0.9	-4	-2	3	-3	-6	5	4
O=C(Nc1nc(-c2ccc(F)cc2)cs1)c1cccc(N2C(=O)CCC2=O)c1	-4	0.5	1	1	0	-5	-4	-3	6
CCN(CC)C(=O)CSc1nc2cc3c(cc2c(=O)n1Cc1ccc(OC)cc1)OCO3	8	0.5	-3	4	-1	1	-3	2	-4
Cc1cc(C)c2c(n1)SCC(=O)N2CC(=O)Nc1ccc(Br)c(C)c1	1	0.2	-1	-2	2	-4	-3	2	1
COc1ccc(NC(=O)c2ccc(-n3cncn3)c([N+](=O)[O-])c2)cc1	-1	-3.4	-4	4	4	2	2	5	8
O=C(O)CSc1nnc(-c2cccc(S(=O)(=O)N3CCOCC3)c2)n1-c1cccc(Cl)c1	-3	-3.8	-1	-2	4	4	-8	-2	-1
Cc1ccc(CN2C(=O)C(CC(C)C)Nc3ncnc(N4CCN(c5ccccn5)CC4)c32)cc1 (stereo not drawn)	2	1.3	-3	1	2	1	-1	3	9
Cc1ccccc1N=C(NOCc1ccc(Cl)cc1Cl)c1nonc1N	-12	-0.4	0	1	6	5	-12	3	5
COc1ccc(S(=O)(=O)Nc2c(C(=O)O)[nH]c3ccc(OC)cc23)cc1	-1	-4.2	-4	3	1	2	4	10	7
Cc1ccc2nc(NCc3ccccc3)c(C#N)cc2c1	-3	-0.2	-1	-4	5	-3	4	-4	0
Cc1ccc(-n2nnnc2SCC(=O)NC(C(=O)O)(c2ccccc2)c2ccccc2)cc1C	-3	-3.4	-2	-2	3	1	1	-1	4
O=C(CC1C(=O)N(Cc2ccccc2)C(=S)N1CCN1CCOCC1)Nc1ccc(F)cc1 (stereo not drawn)	-3	1.7	-4	0	1	1	-1	-2	0
Cc1ccccc1CN1CCN(CC(=O)NC(C)c2ccccc2)CC1 (stereo not drawn)	10	-0.7	-1	-4	2	-6	3	6	8
O=C(O)c1ccc(N2CCOCC2)c(N2C(=O)C3C4C=CC(C4)C3C2=O)c1 (stereo not drawn)	-1	-1.1	1	-3	5	-11	5	7	-4
O=C(Nc1ccccc1C(=O)O)c1ccc(NC(=O)C2CCCCC2)cc1	-2	-0.4	-5	-3	7	-35	0	-3	-3
COc1ccccc1CNC(=O)C1CC2Cn3c(nc4cc(Cl)c(Cl)cc43)C2N1C (stereo not drawn)	1	-2.2	-3	2	-1	-3	2	0	4
CC1(c2ccccc2)CC2CC(c3ccccc3)N1O2 (stereo not drawn)	4	-0.6	-3	-5	-1	2	-1	3	-1
O=C(COC(=O)c1cccnc1Cl)NCCC1=CCCCC1	-6	1.4	1	-1	1	11	-5	-6	-2
COc1cc(OC)c(NC(=S)NCc2ccccc2)cc1Cl	5	.	5	0	3	-5	0	-1	10
CCOC(=O)c1ccc(N2C(=O)c3cccc4c(C(=O)O)ccc(c34)C2=O)cc1	-4	-0.5	-5	1	4	4	1	-10	0
CS(=O)(=O)c1ccc(NC(=O)c2cccc(-n3cnnn3)c2)cc1	4	.	6	.	-6	.	.	-13	1
O=c1cc(NS(=O)(=O)c2ccccc2)nc(SCc2ccc(Cl)cc2)[nH]1	-7	.	2	-3	10	-11	-10	7	9
COc1ccc(C2=NOC(C(=O)N3CCN(C(=O)c4ccco4)CC3)C2)cc1OC (stereo not drawn)	2	-1.2	-2	-3	-1	4	-3	-5	2
Cc1cc(NC(=O)CCC(=O)N(CC(=O)NCC2CCCO2)c2ccccc2C)no1 (stereo not drawn)	0	0.7	-3	-4	2	-5	3	2	0
CCN(CC)S(=O)(=O)c1ccc(C)c(NC(=O)COc2ccc(Br)cc2Cl)c1	-5	1.4	-3	-4	-1	7	5	-11	7
CCOC(=O)[C@@H]1[C@H]2COc3ccccc3[C@@H]2N2C(=O)N(c3cccc(C)c3)C(=O)[C@]12C	0	-1.2	-2	-2	3	10	-4	4	-2
CCOC(=O)c1[nH]c(C)c(CCC(=O)O)c1C	1&0	2.0&0.2	0&-1	0&-1	-1&2	-1&-3	0&5	1&3	3&9
COc1ccc(C(=O)NNC(=O)c2ccncc2)cc1	1	-0.1	1	1	0	-5	4	-10	-5
CC1C2C(c3ccccc3)N(C)C(=O)N(C)C2N(C)C(=O)N1C (stereo not drawn)	-2	-12	-7	-28	55*	-3	-6	55*	29
CCn1nc(C)cc1C(=O)N1CCCC(N2CCN(c3ccccc3OC)CC2)C1 (stereo not drawn)	-3	-0.8	-1	-4	6	6	4	9	3

Structural class, the entries above containing a COOH group.
Structure	PME-1 inh	MEX-5 binding	PAD4 inh	TPT1 inhibitor	Bcl-xL primary	GSTO1 inh	Fam108B inh	MCL1 BIM primary	GLD-1 RNA inh
C=CCn1c2ccccc2c2nnc(SCC(=O)O)nc21	4	-1.9	-2	-3	8	-3	6	1	0
O=C(O)CSc1nnc(-c2cccc(S(=O)(=O)N3CCOCC3)c2)n1-c1cccc(Cl)c1	-3	-3.8	-1	-2	4	4	-8	-2	-1
COc1ccc(S(=O)(=O)Nc2c(C(=O)O)[nH]c3ccc(OC)cc23)cc1	-1	-4.2	-4	3	1	2	4	10	7
Cc1ccc(-n2nnnc2SCC(=O)NC(C(=O)O)(c2ccccc2)c2ccccc2)cc1C	-3	-3.4	-2	-2	3	1	1	-1	4
O=C(O)c1ccc(N2CCOCC2)c(N2C(=O)C3C4C=CC(C4)C3C2=O)c1 (stereo not drawn)	-1	-1.1	1	-3	5	-11	5	7	-4
O=C(Nc1ccccc1C(=O)O)c1ccc(NC(=O)C2CCCCC2)cc1	-2	-0.4	-5	-3	7	-35	0	-3	-3
CCOC(=O)c1ccc(N2C(=O)c3cccc4c(C(=O)O)ccc(c34)C2=O)cc1	-4	-0.5	-5	1	4	4	1	-10	0
CCOC(=O)c1[nH]c(C)c(CCC(=O)O)c1C	1&0	2.0&0.2	0&-1	0&-1	-1&2	-1&-3	0&5	1&3	3&9
